# High-throughput results from PubChem.
# Pf growth 48h: P. falciparum growth inhibition at 48 hours (one generation). P. falciparum luciferase growth in erythrocytes, 48 h. Potency, µM (series often up to 28.7 µM), inactives show at the top dose activity change, negative = inhibition, hits mostly inhibitors. 5.9% of 310,000 active; also: potency is read from the fitted curve at half-maximal effect; % is scaled to controls: 0 for no effect and ±100 for the full control effect
#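 Erythrocytes infected with P. falciparum carrying an integrated firefly luciferase reporter (2% hematocrit, 0.1% parasitemia final) were exposed to compounds in RPMI 1640 with 0.5% Albumax at 37 C, 5% CO2. Growth inhibition was scored as reduced luminescence.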
# AMA1 RON2 block: AMA1-RON2 (P. falciparum) interaction inhibition; AlphaScreen AMA1-biotinylated RON2 peptide binding; Potency, µM (series often up to 58.2 µM), without a hit: at the top dose activity change, negative = inhibition, usual class: inhibitors; 0.2% of 360,000 active; AID 720542;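 also: potency is read from the fitted curve at half-maximal effect; 0% = vehicle wells and -100% = peptide control; nearly all actives have a fitted effect of over 45% in size; some results filed as inactive show a strong effect at the top dose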
#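 AMA1 (3D7) with his tag at 25 nM final met compounds first, then biotinylated RON2 peptide at 25 nM; detection used donor plus acceptor beads, 10 µg/mL apiece, read by AlphaScreen after 30 min at room temperature.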
# LmPK inh: LmPK (Leishmania mexicana) enzyme inhibition. Q27686. purified LmPK, Kinase-Glo ATP luminescence, 1 h. Potency, µM (doses to about 57.5 µM), for the others: top-dose activity change, negative = inhibition, hits mostly inhibitors. 0.37% of 290,000 active; also: potency is read from the fitted curve at half-maximal effect; % is scaled to controls: 0 for no effect and ±100 for the full control effect
# Target sequence (Q27686 whole entry, looked up): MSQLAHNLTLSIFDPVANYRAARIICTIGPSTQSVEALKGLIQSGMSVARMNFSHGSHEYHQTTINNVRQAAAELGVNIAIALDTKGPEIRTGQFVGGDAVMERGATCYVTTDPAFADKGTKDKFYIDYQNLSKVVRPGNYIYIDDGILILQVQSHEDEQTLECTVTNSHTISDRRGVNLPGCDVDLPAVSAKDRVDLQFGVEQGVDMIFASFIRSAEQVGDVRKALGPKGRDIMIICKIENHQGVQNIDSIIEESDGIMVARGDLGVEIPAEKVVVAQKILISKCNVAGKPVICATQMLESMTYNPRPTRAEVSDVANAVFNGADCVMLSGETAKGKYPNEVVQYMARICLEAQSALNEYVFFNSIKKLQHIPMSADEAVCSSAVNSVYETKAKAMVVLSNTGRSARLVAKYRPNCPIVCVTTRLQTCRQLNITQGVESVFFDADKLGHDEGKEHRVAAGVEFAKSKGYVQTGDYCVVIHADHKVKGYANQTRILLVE
#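 0.1 nM LmPK, 0.5 mM PEP, 0.1 mM ADP; 50 mM imidazole pH 7.2, 7 mM MgCl2, 50 mM KCl; 1 h RT. Kinase-Glo luminescence readout, normalized to no-enzyme (full inhibition) and uninhibited wells.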
# TbPYK inhibitor: blocks Trypanosoma brucei pyruvate kinase. 0.12% of 410,000 active. Q57TT1. TbPYK enzyme, Kinase-Glo Plus ATP luminescence, 45 min. Potency, µM (doses to about 76.8 µM), for inactives: at the highest dose activity, negative = inhibition, usual class: inhibitors; also: potency is read from the fitted curve at half-maximal effect; % is scaled to controls: 0 for no effect and ±100 for the full control effect; nearly all actives have a fitted effect of over 50% in size
#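 Screened from lowest to highest concentration, compounds were pinned into TbPYK/substrate mixtures, and ADP (130 uM final) was added. Plates sat at room temperature for 45 min prior to Kinase-Glo Plus detection by luminescence.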
# CHX counter: counter-screen hit for Shiga toxin inhibitors, cycloheximide; cell reporter, cycloheximide protein synthesis inhibition counterscreen; AID 2314; 12% of 300,000 active; max response, %; in the data active = max response mostly above about 13%, no sharp cut-off; inactive = mostly below about 14%; also: read at 38.3 µM for the half of the compounds with a filed dose; 0% is about no effect
# Shiga inhibitor: inhibitors of Shiga toxin in Vero cells; 9.2% of 290,000 active; inhibition, % at 38.7 µM; Vero cells, Shiga toxin protein synthesis inhibition reporter; in the data active = inhibition mostly above about 28%, no sharp cut-off; inactive = mostly below about 43%; also: 0% is about no effect
# Pf growth 96h: inhibits malaria parasite growth, 96 h; P. falciparum luciferase reporter growth, 96 h; 6.9% of 320,000 active; AID 504834; Potency, µM (doses to about 28.7 µM), inactives show top-dose activity change, negative = inhibition, actives largely listed as inhibitors; also: potency is read from the fitted curve at half-maximal effect; % is scaled to controls: 0 for no effect and ±100 for the full control effect
#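 Two parasite generations (96 h, 37 C, 5% CO2) of compound exposure in infected erythrocytes (0.05% parasitemia, 2% hematocrit). Luciferase-reporter P. falciparum; decreased luminescence indicates inhibited growth, aimed at apicoplast-acting delayed death.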
# The depositor's hits bear a star; ? = inconclusive; / = no result given; & = joins results of further samples; [ ] = dose if it differs, or a comment. Unless noted, calls follow the shape of the dose curve; as a rule, active = well fitted curve in the direction sought with a large enough effect; inconclusive = small, poorly fitted or top-dose-only effect, or another doubt; inactive = no such curve, though single readings can be large; an effect the other way counts as inactive or inconclusive.
Structure,Pf growth 48h,AMA1 RON2 block,LmPK inh,TbPYK inhibitor,CHX counter,Shiga inhibitor,Pf growth 96h
CCOc1ccc(NS(=O)(=O)c2ccc3c(c2)CCN3C(=O)CCC(=O)O)cc1,9%,-4%,3%,0%,1,-11,?
O=C1c2cccc3cccc(c23)N1CN1CCN(c2ccccn2)CC1,22%,-2%,-1%,-9%,-3,9,17%
C=CCSc1n[nH]c(-c2ccc(OCCCC)cc2)n1,?,10%,-2%,-3%,41*,17*,/
NCCc1c(C(=O)O)[nH]c2ccc([N+](=O)[O-])cc12,2%,-1%,12%,-1%,-2,2,13%
Cc1cccc2cc(C#N)c(SCC(=O)NCc3cccs3)nc12,16%,-10%,-2%,-1%,1,-7,-1%
CC1(C)CC(=O)C=C(Nc2ccccc2C#N)C1,1%,-7%,-1%,1%,4,19,7%
O=C(NCCNC(=O)c1cc(Cl)ccc1Cl)c1cnccn1,5%,15%,-8%,1%,-3,-5,7%
Cc1ccc(NC(=O)NC2(C(=O)NCc3ccco3)CCCCC2)cc1,5%,?,7%,-6%,8,-17,18%
Oc1ccc(Cl)c(Cl)c1,7%,3%,/,2%,/,/,?
CCN1CCN(c2ccc(S(=O)(=O)N3CCOCC3)cc2NC(=O)C(C)Oc2ccc(F)cc2)CC1 (centres undefined),?,-10%,/,1%,/,/,?
COc1cc(NC(=O)C2CCN(c3cnccn3)CC2)cc(OC)c1,5%,-10%,-1%,1%&-7%,-1,-2,2.6µM*
C/C(=N\NC(=O)c1cccc(F)c1)c1cccc(NC(=O)c2ccc(F)cc2)c1,11%,48%[activator],4%,-11%,35*,26*,33%[activator]
COc1ccc(CCNC(=O)c2ccc(CNS(=O)(=O)c3cc(C)ccc3C)cc2)cc1OC,/,4%,6%,-6%,1,-11,5.2µM*
COc1cc2ccccc2cc1C(=O)NC(=S)Nc1cccc(C(=O)O)c1,11%,0%,-1%,2%,16,49,-7%
CCO[C@H]1OC(C(=O)Nc2ccccc2)=C[C@@H](c2coc3ccccc3c2=O)[C@@H]1CCCO,-8%,-3%,7%,0%,-3,-9,?
CCCCNc1nc2c(c(=O)n(Cc3ccccc3)c(=O)n2C)n1C,?,-1%,-8%,-2%&7%,1,-2,143%[activator]
O=C(CCc1nnc(CCC2CCCCC2)o1)NCCc1cccnc1,20%,11%,5%,2%,-7,2,-17%
CN(C)S(=O)(=O)c1cccc(NC(=O)c2cccc(NS(=O)(=O)c3ccccc3)c2)c1,?,-8%,7%,4%,-5,-4,-18%
O=C(C1=C[C@H](c2csc3ccccc23)C[C@H](OCCCCO)O1)N1CCN(Cc2ccc3c(c2)OCO3)CC1,2.3µM*,?,8%,-6%,11,-11,1.5µM*
CCOC(=O)c1c(C)n(C)c2ccc(OCC(O)CNCCc3ccccc3)cc12 (centres undefined),?,10%,5%,-13%,-4,-7,4.7µM*
S=C(Nc1cccnc1)NC1CC2CCC1C2 (centres undefined),?,-7%,-4%,0%,1,11,?
O=C(NCC(c1ccccc1Cl)N1CCCC1)c1ccc(N2CCCC2=O)cc1 (centres undefined),?,-20%,/,7%,/,/,0%
O=[N+]([O-])c1ccccc1CNCCc1ccc(F)cc1,/,-26%,-1%,6%,40*,68*,61%[activator]
COCCCn1nnnc1SCC(=O)N1CCCC1,-5%,0%,-7%,2%,-4,-28,77%[activator]
COCCCN1C(=O)N(c2ccccc2)C(=O)C1CC(=O)Nc1ccc(F)cc1 (centres undefined),-3%,-5%,0%,3%&7%,1,-7,35%[activator]
COc1cc(OC)cc(C(=O)OCC(=O)Nc2ccc3[nH]c(=O)[nH]c3c2)c1,48%[activator],3%,/,-3%,/,/,6%
Nc1c(C(=O)OCC(=O)Nc2ccc(Cl)cc2[N+](=O)[O-])[nH]c(=O)[nH]c1=O,16%,30%[activator],6%,-4%,-2,-4,47%[activator]
O=C(Nc1ccccc1Cc1ccccc1)C1CC(=O)N(c2ccc3c(c2)OCCO3)C1 (centres undefined),/,-4%,2%,-1%,14,-5,-21%
NC(=S)N/N=C1\CC(n2nnn(-c3cccc(Cl)c3)c2=S)C2COC1O2 (centres undefined),1%,51%[activator],-1%,1%,8,-9,-6%
Cc1ccc(C(=O)c2cn(Cc3ccc(Cl)cc3)c3nc(C)ccc3c2=O)cc1,?,/,/,5%,/,/,12µM*

# Grouped by structure: the entries above containing a thiophene ring, fused or not.
Structure,Pf growth 48h,AMA1 RON2 block,LmPK inh,TbPYK inhibitor,CHX counter,Shiga inhibitor,Pf growth 96h
Cc1cccc2cc(C#N)c(SCC(=O)NCc3cccs3)nc12,16%,-10%,-2%,-1%,1,-7,-1%
O=C(C1=C[C@H](c2csc3ccccc23)C[C@H](OCCCCO)O1)N1CCN(Cc2ccc3c(c2)OCO3)CC1,2.3µM*,?,8%,-6%,11,-11,1.5µM*

# The list continues.
Structure,Pf growth 48h,AMA1 RON2 block,LmPK inh,TbPYK inhibitor,CHX counter,Shiga inhibitor,Pf growth 96h
CC(C)OCCCNC(=O)c1cc(S(=O)(=O)N2CCCCC2)c[nH]1,12%,5%,-2%,0%,-2,-6,?
COc1cccc(NC(=O)CN2CCN(C(=O)c3ccco3)CC2)c1,?,-15%,0%,-20%,-2,-2,-7%
CCn1c(CNC(=O)COC)nc2ccccc21,9%,5%,1%,-14%,2,-4,16%
CC(C)=CCC/C(C)=C/C(N)=O,-4%,5%,0%,-8%,-5,-8,35%[activator]
COc1ccc(OC)c(C(C)NC(=O)Nc2ccccc2)c1 (centres undefined),-9%,-5%,0%,-18%,-1,-9,14%
CCCOc1ccc(C(=O)CCC(=O)OCC(=O)Nc2ccc(OCC)cc2)cc1,18%,/,0%,/,7,21,54%[activator]
O=C1OC/C(=C(/O)c2ccc(Cl)cc2)C1=O,12µM*,-3%,2%,7%,7,-4,-8%
Cc1ccc(OCc2nnc(SCC(=O)c3ccccc3)n2-c2ccccc2)cc1,13µM*,0%,4%,-25%,-1,4,-60%
O=C(CN1C(=O)NC2(CCCCCC2)C1=O)NCc1cccs1,-4%,3%,0%,-4%,-4,-1,24%
O=C(c1ccc([N+](=O)[O-])cc1)N1CCC(n2nnc3cc(F)ccc32)CC1,66%[activator],-4%,-2%,1%,4,17,-17%
Cc1cc(C)c(C(N)=O)c(Nc2ccc3c(c2)OCCO3)n1,-4%,-4%,0%,-4%,10,13,/
Cc1ccc(C)c(NC(=O)CSc2nnc(CNC(=O)c3cccs3)o2)c1,?,-5%,8%,-1%,2,-5,?
CCOC(=O)C1CCN(C(=O)C2(NC(=O)NC3CCCCC3)CCCCC2)CC1,-8%,3%,-11%,2%,-3,-12,-1%
COc1cc(C(=O)N(Cc2cc3cc(C)ccc3[nH]c2=O)CC2CCCO2)cc(OC)c1OC (centres undefined),-2%,0%,3%,1%,-8,-17,-4%
COc1ccc(C(=O)NNC(=O)C(Cc2ccc(O)cc2)NC(=O)c2ccccc2NC(=O)c2ccc(OC)cc2)cc1 (centres undefined),?,87%[activator],-1%,-3%,1,47,61%[activator]
O=C(CCc1c[nH]c2ccccc12)NC1CC1,7%,0%,-1%,-1%,-2,-12,/
COCCN(Cc1cc2ccccc2[nH]c1=O)C(=O)c1ccccc1OC,17%,-7%,-2%,2%,-1,-9,/
CCOC(=O)c1cc2c(s1)-c1ccccc1CC2,46%[activator],73%[activator],0%,4%,37*,67*,39%[activator]
C/C=C(/C)C(=O)O[C@@H]1c2c(ccc3ccc(=O)oc23)O[C@@H]1C(C)(C)OC(=O)/C(C)=C\C,?,-6%,7%,-3%,-3,-10,?
O=S(=O)(c1ccc(-c2nnc(SCc3ccccc3)o2)cc1)N1CCCC1,?,-1%,0%,-13%,-3,35,-14%
Cc1ccc(C)c(CNS(=O)(=O)c2c(C)[nH]c(C)c2C(=O)N2CCCCC2)c1,-20%,9%,8%,-1%,-11,-10,4%
Cc1ccc(OCc2nnc(SCc3cc(=O)[nH]c4ccccc34)o2)cc1,?,0%,3%,0%,-6,-22,0%
Cc1ccc(N2C(=O)N(C(C)C)C(C)(C)CC2(C)O)cc1 (centres undefined),-3%,9%,8%,0%,-2,-4,-1%
Cc1ccc(/C=N/N(C)S(=O)(=O)c2ccc(C)cc2)cc1,?,29%,0%,-2%,-1,10,-16%
CCc1nnc(NC(=O)CSc2nnc(-c3cc4ccccc4cc3O)n2CC)s1,-5%,1%,3%,3%,1,-8,-25%
CCOC(=O)c1cc(-c2ccccc2)n[nH]1,139%[activator],8%,0%,-21%,19*,47*,227%[activator]
Cc1nc(NC(=O)/C=C/c2ccco2)sc1C,255%[activator],-13%,1%,-12%,57*,144*,-8%
Brc1ccccc1/C=N/Nc1nc2ccccc2o1,122%[activator],0%,-3%,-21%,35*,68*,136%[activator]
C[C@@H]1CN(C(=O)c2nc3ccc(Cl)cn3c2CNCC[C@@H]2C[C@@H]3C=C[C@H]2C3)C[C@H](C)O1,8.3µM*,-11%,-2%,2%,1,-6,?
Cc1csc(NC(=S)NC(=O)c2ccccc2)n1,17%,60%[activator],-11%,0%,22*,61*,76%[activator]
Cc1cc(C)cc(-n2ncc3c2CCCC3NC(=O)CN2CCCC2=O)c1 (centres undefined),1%,2%,-11%,4%,11,16,?
COc1cccc(CNC(=O)C2=Cc3cccc(OC)c3OC2)c1,7%,-7%,3%,-5%,10,11,-1%
CCOC(=O)C1CCN(C(=O)c2cccnc2Oc2ccccc2)CC1,8%,16%,-4%,-3%,1,15,13%
CCCCCOCC(O)CCC(=O)NN (centres undefined),?,1%,1%,-3%,1,9,59%[activator]
Cc1ccc(C(=O)NC2CCN(S(=O)(=O)c3ccc(F)cc3)CC2)cc1,42%[activator],8%,-7%,-2%,-2,/,59%[activator]
CCOC(=O)/C(C#N)=C1/C=CN(C)C(C)=N1,13%,-2%,1%,10%,15,10,-5%
Cc1ccc2nc(SCc3nc4ccccc4c(=O)[nH]3)[nH]c2c1,35%[activator],49%[activator],6%,-3%,27*,69*,?
CCCCn1c(SCC(=O)NC2CC2)nc2ccccc2c1=O,75%[activator],-3%,1%,3%,-1,-8,-3%
Cn1c(N)c(C(=O)COC(=O)C2(c3cccc(F)c3)CCCC2)c(=O)n(C)c1=O,7.4µM*,-11%,8%,-20%,-1,-6,13µM*
O=C(COc1ccc2ccc(=O)oc2c1)OCc1ccccc1,8%,-4%,0%,8%,-2,18,-24%
Cc1nn(-c2ccc(F)cc2)c(Cl)c1/C=C/C(=O)N1CCNC(=O)C1,-23%,-12%,10%,4%,10,27,13µM*
COc1cccc(C(=O)N(C)CC(=O)Nc2ccc(F)c(F)c2F)c1,14%[0.00184 µM],54%[activator],2%,2%,-6,-7,17%
COc1ccc2[nH]c3nc(SCc4nnc(-c5ccc(C)cc5)o4)nnc3c2c1,-16%,-8%,-2%,-1%,-3,-12,9%
